E coli Lon inh = inhibitors of E. coli Lon protease, primary screen, biochemical, fluorescence polarization; AID 602123, 2011; inhibition, % at 7.94 µM; purified E. coli Lon protease; 360,000 tested, 0.42% active; in the data active = inhibition above about 13%, passing the limit was not always enough;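 note: 0% = enzyme with probe and DMSO and 100% = no enzyme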
CSN inh = inhibitors of CSN-mediated cullin deneddylation, primary screen, biochemical, fluorescence polarization, uHTS; Purified CSN, SCF-Nedd8-OG deneddylation; inhibition, % at 12.5 µM; AID 651999, 2013; COP9 signalosome complex subunit 5 (Homo sapiens), Q92905; 360,000 tested, 0.38% active;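 active = pattern-corrected inhibition above about 35%, with an unprinted fluorescence ratio check between 0.5 and 1.5, limit read from the data, passing the limit was not always enough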;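 note: 0% = enzyme with substrate and 100% = substrate without enzyme; some results filed as inactive read as strong as hits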
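Assay system: purified human Csn5 enzyme expressed in HEK293T cells; measure: % inhibition; also added: SCFSkp2-Nedd8OG substrate at 10 nM final; technique: fluorescence polarization; times: reaction 90 min, room temperature; medium: Tris buffer pH 7.5, NaCl, DTT, Tween-20, trehalose, ovalbumin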
MsrA inhibitor = bovine MsrA enzyme inhibitors, primary screen, biochemical, absorbance, HTS; Methionine sulfoxide reductase A (Bos taurus); purified bovine MsrA, absorbance read-out; inhibition, % at 15.5 µM; 360,000 tested, 0.75% active; in the data active = inhibition above about 4.5%;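 note: 0% = vehicle wells with enzyme and 100% = reference inhibitor wells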
Neddyl block = inhibitors of cullin neddylation, primary screen, biochemical, TR-FRET, uHTS, NAE and Ubc12. NEDD8-conjugating enzyme Ubc12 (Homo sapiens) + NEDD8-activating enzyme E1 regulatory …. calls only at 25 µM. 360,000 tested, 0.58% active; in the data active = inhibition above about 36%
Rin1 Abl inh = inhibitors of Rin1-Abl protein binding, primary screen, biochemical, TR-FRET; 360,000 tested, 0.4% active; inhibition, % at 7.35 µM; Tyrosine-protein kinase ABL1 (Homo sapiens) + Ras and Rab interactor 1 (Homo sapiens), …; in the data active = inhibition above about 5%, passing the limit was not always enough
MLLE-PAM2 inh = inhibitors of PABP1 MLLE–PAM2 peptide binding, primary screen, biochemical, fluorescence polarization, FITC-PAM2, GST-MLLE; 360,000 tested, 0.36% active; inhibition, % at 20 µM; in the data active = inhibition above about 35%, passing the limit was not always enough;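 note: plate controls were DMSO wells with GST-MLLE for no effect and wells lacking GST-MLLE protein for full effect; some results filed as inactive read as strong as hits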
TbMetRS inhib = T. brucei MetRS inhibitors, primary screen, biochemical, luminescence; purified T. brucei MetRS, ATP depletion, Kinase-Glo luminescence; AID 624268, 2012; 360,000 tested, 0.4% active; inhibition, % at 11.9 µM;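 active = inhibition above a per-plate cutoff of the control wells' mean inhibition plus 3 SD, cut at about 5.5% in these data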;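 note: 0% = DMSO wells median and 100% = median of wells with control inhibitor compound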
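Measured by: Kinase-Glo luciferase luminescence reporting remaining unconsumed ATP. Material: purified T. brucei MetRS enzyme. Doses: 11.9 µM compound single dose, 0.9% DMSO. Medium: HEPES buffer containing pyrophosphatase, BSA, spermine, DTT. Times: 15 min preincubation, 2 h reaction, all 25 °C. Reagent: methionine, ATP and bulk E. coli tRNA.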
bovine MsrA act = bovine MsrA enzyme activators, primary screen, biochemical, absorbance, HTS; 360,000 tested, 0.3% active; activation, % at 10.6 µM; Methionine sulfoxide reductase A (Bos taurus); purified bovine MsrA, absorbance read-out; in the data active = activation above about 7.5%;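 note: 0% = vehicle and 100% = reference activator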
FAS TE block = FAS thioesterase domain inhibitors, primary screen, biochemical, fluorescence intensity, uHTS; recombinant FAS-TE, OMFH fluorogenic substrate, fluorescence endpoint; inhibition, % at 15 µM; AID 602261, 2012; 360,000 tested, 0.67% active;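 active = compounds whose normalised, plate-corrected inhibition of enzyme fluorescence in the single-dose primary screen is 50% or more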;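 note: 0% = DMSO with enzyme and 100% = substrate without enzyme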
Target sequence (P49327 whole entry, looked up, the tested form may be a part): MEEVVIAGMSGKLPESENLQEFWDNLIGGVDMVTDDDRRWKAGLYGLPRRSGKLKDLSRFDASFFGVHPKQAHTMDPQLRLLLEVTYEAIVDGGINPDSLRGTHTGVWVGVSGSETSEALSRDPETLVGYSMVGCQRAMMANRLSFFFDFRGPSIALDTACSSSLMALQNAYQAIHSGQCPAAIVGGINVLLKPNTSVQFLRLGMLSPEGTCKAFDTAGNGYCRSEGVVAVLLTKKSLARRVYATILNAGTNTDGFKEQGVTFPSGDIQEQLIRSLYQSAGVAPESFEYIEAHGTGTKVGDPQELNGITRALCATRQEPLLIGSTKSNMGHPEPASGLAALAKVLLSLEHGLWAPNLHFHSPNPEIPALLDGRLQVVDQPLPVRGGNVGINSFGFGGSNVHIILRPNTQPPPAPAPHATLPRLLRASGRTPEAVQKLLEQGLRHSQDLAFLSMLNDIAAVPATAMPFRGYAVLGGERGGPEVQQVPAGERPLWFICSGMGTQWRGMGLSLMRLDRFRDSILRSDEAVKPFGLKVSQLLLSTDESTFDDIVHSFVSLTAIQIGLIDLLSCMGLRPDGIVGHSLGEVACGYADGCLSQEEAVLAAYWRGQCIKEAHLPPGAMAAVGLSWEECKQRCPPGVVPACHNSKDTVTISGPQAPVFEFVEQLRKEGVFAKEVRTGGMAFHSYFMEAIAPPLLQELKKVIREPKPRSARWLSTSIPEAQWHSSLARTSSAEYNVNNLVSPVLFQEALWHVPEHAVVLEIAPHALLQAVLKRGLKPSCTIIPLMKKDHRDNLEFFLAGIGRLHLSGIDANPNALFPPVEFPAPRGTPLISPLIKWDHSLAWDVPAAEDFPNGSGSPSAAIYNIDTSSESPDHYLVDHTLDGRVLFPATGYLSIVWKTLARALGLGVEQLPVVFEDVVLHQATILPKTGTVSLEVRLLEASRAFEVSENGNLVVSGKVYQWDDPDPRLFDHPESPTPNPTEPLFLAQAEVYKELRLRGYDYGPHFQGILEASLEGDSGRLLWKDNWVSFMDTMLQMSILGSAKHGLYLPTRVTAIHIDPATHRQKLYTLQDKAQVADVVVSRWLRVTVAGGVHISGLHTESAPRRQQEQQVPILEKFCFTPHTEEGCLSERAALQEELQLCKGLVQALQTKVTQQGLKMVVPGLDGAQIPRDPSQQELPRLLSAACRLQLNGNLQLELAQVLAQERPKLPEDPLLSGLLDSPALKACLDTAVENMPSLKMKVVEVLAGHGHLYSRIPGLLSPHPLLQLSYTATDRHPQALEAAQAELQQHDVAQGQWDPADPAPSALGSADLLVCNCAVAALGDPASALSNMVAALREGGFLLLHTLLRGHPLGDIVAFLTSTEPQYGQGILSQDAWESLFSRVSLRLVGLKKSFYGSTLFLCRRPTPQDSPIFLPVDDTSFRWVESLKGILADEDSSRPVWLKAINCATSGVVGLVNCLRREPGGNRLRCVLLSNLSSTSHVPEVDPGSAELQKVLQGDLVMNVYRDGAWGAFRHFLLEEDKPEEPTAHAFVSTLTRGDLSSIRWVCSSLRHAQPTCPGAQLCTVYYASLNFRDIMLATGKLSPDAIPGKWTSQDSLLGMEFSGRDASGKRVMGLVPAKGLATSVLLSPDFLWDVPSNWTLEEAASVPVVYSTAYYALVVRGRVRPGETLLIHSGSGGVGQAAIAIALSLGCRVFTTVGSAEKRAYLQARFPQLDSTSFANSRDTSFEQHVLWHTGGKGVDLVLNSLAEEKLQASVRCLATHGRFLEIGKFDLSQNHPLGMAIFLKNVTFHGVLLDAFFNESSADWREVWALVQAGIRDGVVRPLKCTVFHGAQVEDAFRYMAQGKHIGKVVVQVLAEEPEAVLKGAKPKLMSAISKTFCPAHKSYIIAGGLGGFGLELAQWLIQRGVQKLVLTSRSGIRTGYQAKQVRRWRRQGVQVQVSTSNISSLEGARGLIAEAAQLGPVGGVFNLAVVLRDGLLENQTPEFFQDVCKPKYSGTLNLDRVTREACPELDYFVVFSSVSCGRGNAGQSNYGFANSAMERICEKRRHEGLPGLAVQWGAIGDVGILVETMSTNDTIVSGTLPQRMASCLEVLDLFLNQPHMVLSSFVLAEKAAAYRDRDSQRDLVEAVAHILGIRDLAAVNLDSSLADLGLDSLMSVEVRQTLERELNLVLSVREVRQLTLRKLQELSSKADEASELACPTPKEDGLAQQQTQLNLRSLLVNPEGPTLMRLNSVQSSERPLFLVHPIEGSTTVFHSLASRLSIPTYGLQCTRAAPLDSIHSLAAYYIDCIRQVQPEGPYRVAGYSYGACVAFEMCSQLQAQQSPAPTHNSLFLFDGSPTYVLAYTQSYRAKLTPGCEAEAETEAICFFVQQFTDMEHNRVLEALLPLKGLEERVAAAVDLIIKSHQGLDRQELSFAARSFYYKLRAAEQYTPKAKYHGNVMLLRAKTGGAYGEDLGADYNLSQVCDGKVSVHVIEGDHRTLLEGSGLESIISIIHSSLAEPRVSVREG
An asterisk follows results filed as active; i = inactive; . = no result given; + = active, no number.

SMILES | E coli Lon inh | CSN inh | MsrA inhibitor | Neddyl block | Rin1 Abl inh | MLLE-PAM2 inh | TbMetRS inhib | bovine MsrA act | FAS TE block
O=C(Cn1cccc1C(=O)c1ccccc1)NCCC1=CCCCC1 | -5 | -2 | -0.7 | i | -1 | -1 | -0.5 | -3 | 6
COc1ccccc1C/C(N)=N/OC(=O)COc1ccc2ccccc2c1 | -10 | -3 | 0.5 | i | -10 | -6 | -0.3 | -2 | 22
CCc1ccc(CN(C)Cc2nc(COc3ccccc3)no2)nc1 | 0 | -8 | 1.2 | i | -1 | -5 | 0.3 | 7.9* | -1
Cc1cc(S(=O)(=O)N(Cc2ccc(C(C)(C)C)cc2)Cc2cccs2)ccc1-n1cnnn1 | -3 | 9 | 0.6 | i | 0 | 9 | -0.2 | -1 | 21
Cc1ccc(-c2cc(C(=O)Nc3cnn(C(C)C)c3)no2)cc1 | -8 | -1 | 1.1 | . | -1 | 5 | -0.6 | -1 | 2
COc1ccc(NC(=O)C2CCCN(S(=O)(=O)c3c(C)[nH]c(=O)[nH]c3=O)C2)cc1Cl (stereo not drawn) | 5 | 16 | -2.5 | i | -3 | -9 | 0.6 | -1 | -4
Cc1ccc(S(=O)(=O)N2CCC(=O)N([C@H](COCc3ccc(C(F)(F)F)cc3)Cc3ccccc3)CC2)cc1 | -3 | -2 | 0.4 | i | . | . | -0.3 | -1 | 24
O=C(CN(C(=O)CSc1nc2ccccc2o1)c1ccccc1F)NC1CCCCC1 | 4 | -1 | -2.0 | i | 0 | 4 | -0.6 | -2 | 31
COc1c(C(C)C)oc2cc3oc(=O)ccc3cc12 | 1 | 2 | 0.8 | i | 1 | -8 | -0.4 | -4 | 1
Cc1ccc([C@H]2C[C@@H](O)[C@H](n3cc(C4CC4)nn3)CN2C(=O)C2CCCCC2)cc1 | -13 | 2 | 0.1 | i | -2 | 12 | -1.3 | -2 | -2
CCCc1nc(NC2CCCCC2)c(C#N)c2c1COC(C)(C)C2 | -8 | 2 | 0.5 | i | -3 | -4 | 0.0 | -2 | 13
Cc1ccc(S(=O)(=O)N2CCOCC2)cc1C(=O)NC(=S)N(Cc1ccccc1)C(C)C | -8 | 3 | 0.4 | i | 0 | 6 | -1.1 | 3 | -4
N#Cc1nc(-c2cccs2)oc1N1CCN(c2ccccc2)CC1 | -6 | 3 | 1.5 | i | 0 | -1 | -0.1 | -1 | 26
COc1cccc(-c2cc(NC=O)c3ncc(-c4cccc(C(=O)NCCN(C)C)c4)n3c2)c1 | -25 | 6 | -0.7 | i | -10 | -39 | 0.1 | -4 | -10
O=C(NC1CC1)c1ccc(C2SCC(=O)N2Cc2ccccc2)cc1 (stereo not drawn) | 0 | 1 | 1.6 | i | 4 | -1 | -0.7 | -12 | -4
CCCc1nnc(NC(=O)C2CC(=O)N(CCc3ccc(F)cc3)C2)s1 (stereo not drawn) | -3 | 4 | -0.7 | i | 4 | 9 | -0.7 | -8 | -4
COc1ccc(CCNC(=O)Nc2ccc3nc([C@@H]4O[C@H](CO)[C@@H](O)[C@H](O)[C@H]4O)[nH]c3c2)cc1Br | -4 | -8 | -1.1 | i | 1 | -9 | -0.3 | -1 | -6
CCOC(=O)c1c(CN(CC)CC)n(C)c2cc(Br)c(O)cc12 | 2 | -2 | -0.1 | i | 0 | -6 | -0.6 | -3 | 0
Nc1ccc2oc3ccccc3c2c1 | -6 | -1 | -1.0 | + | -3 | -9 | -0.4 | -5 | -6
Cc1ccc(C)c(N2CCN(C(=O)C3CCN(c4nc(C)cc(C)n4)CC3)CC2)c1 | 2 | 3 | -0.5 | i | -1 | 8 | -0.9 | 3 | 19
Cc1ccc(SC(C)C(=O)NCc2ccc(F)cc2)cc1 (stereo not drawn) | -3 | -5 | 0.5 | i | 5 | 4 | -1.6 | -11 | 2
Cc1ccc(NC(=O)OCCNC(=O)OC(C)C)cc1 | 10 | -6 | -0.1 | i | 0 | -3 | 0.4 | -2 | -2
CCCn1c(SCC(=O)Nc2cccc(S(=O)(=O)N3CCCC3)c2)n[nH]c1=O | 5 | -1 | -1.1 | i | -1 | -32 | -0.5 | -4 | -6
CCOc1ncccc1C(=O)OCC(=O)NC(=O)NC(C)C | -12 | 0 | 0.0 | i | -1 | -2 | 0.2 | -2 | 3
O=C(CNc1cccc2ccccc12)N/N=C/c1ccc([N+](=O)[O-])o1 | -4 | 3 | 1.1 | i | 6 | 10 | -0.2 | -3 | 14
O=C(NCc1ccco1)/C(=C/c1ccco1)NC(=O)c1ccc(Br)o1 | -4 | 6 | 1.5 | i | -1 | 3 | -0.3 | -5 | -11
O=C(NCc1nnnn1-c1ccc(F)c(F)c1)c1ccc2c(c1)OCO2 | 9 | -2 | 0.9 | i | -1 | 2 | -0.2 | -3 | -4
COc1ccc(S(=O)(=O)N(C)CC(=O)N2CCOCC2)cc1Cl | -3 | -5 | 2.5 | i | 0 | -3 | -1.9 | -2 | -5
O=C(NC(N1CCOCC1)C(Cl)(Cl)Cl)c1cc([N+](=O)[O-])cc([N+](=O)[O-])c1 (stereo not drawn) | 7 | -6 | 0.1 | i | 4 | 1 | -0.5 | 0 | 18
COC(=O)Cc1ccc2c3ccccc3n(C)c2c1 | -3 | 6 | -0.6 | i | -5 | 5 | -0.6 | -1 | 13
CN1CCN(C(=O)CNC(=O)Cc2ccc(Cl)cc2)CC1 | 10 | -2 | 0.7 | i | -3 | -1 | -1.9 | -9 | 0
O=C(CNCCC1=CCCCC1)Nc1ccccc1N1CCCCC1 | -1 | 2 | -0.1 | i | 3 | 7 | -0.9 | -6 | 22
CCOC(=O)c1[nH]ncc1[C@@H]1C[C@H]2CN(Cc3cccc(Cl)c3)C(=O)[C@]23CCCN13 | -11 | -1 | 0.1 | i | -2 | 10 | 0.1 | -1 | -8
O=C(CN1C(=O)NC2(CCc3ccccc32)C1=O)c1ccc(Br)s1 (stereo not drawn) | -14 | 4 | -0.6 | i | 1 | -14 | 0.0 | -3 | 12
CN1CCc2c(OCc3ccc(F)cc3)cccc2C1=O | 7 | -1 | -0.2 | i | 4 | 1 | -0.2 | -4 | 2
CC1CCCCC1NC(=O)c1ccc(S(=O)(=O)NCC2CCCO2)cc1 (stereo not drawn) | 2 | 3 | -0.9 | i | 4 | -2 | -0.8 | -10 | -3
CC1CC(C)(C)N2C(=O)C(=C(C#N)C#N)c3cccc1c32 (stereo not drawn) | 1 | -3 | 0.5 | i | 0 | 9 | 0.5 | -1 | 13
COC(=O)c1ccc(/C=C2/C(=O)Oc3ccccc32)cc1 | -3 | 6 | 1.1 | i | 3 | 1 | -1.0 | -4 | -3
COc1ccc(NC(=O)N2CCOCC2)cc1OC | -8 | -4 | -0.3 | i | -2 | 5 | 0.1 | 1 | -1
CCc1nnc(SCC(=O)NCCC2=CCCCC2)nc1CC | 1 | 3 | -0.3 | i | 2 | 16 | -0.6 | -2 | 1
Cc1ccc(C)c(C(O)c2ncc(-c3ccc(Cl)cc3)[nH]2)c1 (stereo not drawn) | -14 | -2 | 0.6 | i | -1 | -5 | 1.2 | -3 | 8
Cc1ccc(CC(=O)Nc2ccc(OC(F)F)c(Cl)c2)cc1C | 6 | -7 | 1.0 | i | -2 | -2 | -1.3 | -11 | 13
CN(C)S(=O)(=O)c1cccc(NC(=O)CCc2c[nH]c3ccccc23)c1 | 9 | -4 | 0.4 | i | -1 | -6 | 0.2 | -2 | 3
COCCNC(=O)CN(C(=O)CCC(=O)Nc1ccccn1)c1cc(C)ccc1C | 12 | -3 | 1.0 | i | 0 | 1 | -1.6 | -4 | -6
CCCc1cc(Nc2ccccc2OCC)n2ncnc2n1 | 4 | -2 | 1.0 | i | 2 | -10 | -0.9 | -13 | -11
O=C(NCc1ccc(F)cc1)c1cc(C2CCCCN2C(=O)c2ccccc2)on1 (stereo not drawn) | 0 | -4 | 0.0 | i | -3 | -8 | -0.1 | -1 | 7
Cc1cccc(CSc2nnc(-c3ccco3)o2)c1 | -2 | 11 | 0.2 | i | 0 | -2 | -0.3 | 2 | 8
[N-]=[N+]=N[C@@H](CCN1CC[C@H](O)CCC1=O)c1ccccc1 | -5 | -2 | 0.1 | i | 0 | 8 | 0.5 | -1 | -8
S=c1[nH]nc(/C=C/c2ccccc2)o1 | -6 | 1 | 0.0 | + | 2 | -131 | 0.2 | -1 | -7
O=S1(=O)CC2N=C(N(Cc3ccc(F)cc3Cl)c3ccccc3F)SC2C1 (stereo not drawn) | 2 | -16 | -1.2 | i | -1 | 11 | 0.4 | -1 | 16
CCN(C(=O)COC(=O)CNC(=O)c1ccc(Cl)cc1Cl)c1c(N)n(Cc2ccccc2)c(=O)[nH]c1=O | -7 | -4 | -1.5 | i | -2 | 7 | -0.3 | 2 | -6
CC(=O)CC1c2cc(F)ccc2C=C(c2ccsc2)N1c1ccc(C#Cc2cncn2C)cc1 (stereo not drawn) | -2 | 3 | 2.1 | . | . | . | -1.2 | -5 | 15
Cn1c(SCC(N)=O)nnc1-c1ccc(S(=O)(=O)N2CCCC2)cc1 | 3 | 1 | -0.8 | i | 1 | 0 | -0.2 | -1 | -4
COc1ccc(OC2C(=O)N(Cc3ccc4c(c3)OCO4)C2c2cccs2)cc1 (stereo not drawn) | -3 | -2 | -0.3 | i | 1 | -2 | -0.5 | -4 | 34
O=c1c2ccccc2nc(-c2ccc(Cl)cc2Cl)n1CCCn1ccnc1 | -10 | -4 | -0.2 | i | 2 | 2 | -1.6 | -11 | -10
OC[C@@H](O)[C@@H](O[C@H]1O[C@H](CO)[C@@H](O)[C@H](O)[C@H]1O)[C@H](O)[C@@H](O)CO | 0 | -4 | -0.2 | i | -2 | 18 | -0.9 | -3 | -4
Cc1cc(Cl)ccc1NC(=S)N(CCCN1CCOCC1)Cc1cccs1 | 2 | 1 | -0.4 | i | -2 | -29 | 0.4 | 1 | 11

Bioassay records as filed in PubChem BioAssay.
